iPSC survival up = enhancers of human iPSC single-cell survival. hiPSC single-cell survival, ATPlite luminescence; 100% = ROCK inhibitor wells, 0% = DMSO. 360,000 tested, 0.044% active. survival enhancement, % at 20 µM; in the data active = survival enhancement above about 18%;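 also: cells exposed to compounds for 16 hours before the ATP read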
Vif imaging = HIV Vif inhibition; 340,000 tested, 0.35% active; inhibition, % at 7.49 µM; HEK293T cells, Vif self-association by quenched fluorescence, imaging, 24 h; AID 602346; in the data active = inhibition above about 50%, passing the limit was not always enough; also: some results filed as inactive read as strong as hits
PDI turbidity = blocks human protein disulfide isomerase activity; PDI insulin aggregation turbidity, A650, 90 min; AID 588391; inhibition, % at 10 µM; 350,000 tested, 0.052% active;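 active = mean inhibition across replicates of 30% or more, whatever share of single replicates reach that level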;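 also: absorbance from insulin aggregation driven by PDI reduction with DTT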
Target sequence (P07237 whole entry, looked up): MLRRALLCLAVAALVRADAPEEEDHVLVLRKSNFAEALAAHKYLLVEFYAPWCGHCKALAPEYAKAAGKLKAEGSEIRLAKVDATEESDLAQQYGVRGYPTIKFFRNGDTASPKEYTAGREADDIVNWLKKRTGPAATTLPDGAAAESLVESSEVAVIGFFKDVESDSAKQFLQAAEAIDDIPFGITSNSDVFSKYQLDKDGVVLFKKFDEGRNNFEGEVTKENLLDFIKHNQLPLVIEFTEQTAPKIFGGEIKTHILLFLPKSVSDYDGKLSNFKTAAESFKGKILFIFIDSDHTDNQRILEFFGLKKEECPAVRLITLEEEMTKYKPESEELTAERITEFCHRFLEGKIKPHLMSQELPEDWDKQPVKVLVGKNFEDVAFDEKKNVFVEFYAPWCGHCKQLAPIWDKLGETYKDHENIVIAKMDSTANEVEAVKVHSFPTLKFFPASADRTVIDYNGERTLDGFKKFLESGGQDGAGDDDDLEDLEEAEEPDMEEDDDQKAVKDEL
aDG glyco up = alpha-DG glycosylation activation; Pro5-aDG cells, alpha-DG glycosylation AlphaScreen (IIH6); 0% Pro5, 100% B10-LARGE cell signal; activation, % at 10 µM; 360,000 tested, 0.22% active;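 active = activation of at least 8% versus controls, or a plate z-score of at least 8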;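 also: Pro5 are CHO cells carrying HIG-tagged alpha-DG that lacks glycosylation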
TRPM1 prom inh = MITF TRPM1 promoter inhibition in SK-MEL-5 cells | SK-MEL-5 TRPM1 promoter luciferase, 24 h | inhibition, % at 12.5 µM | 330,000 tested, 0.83% active | AID 488899;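 active = mean inhibition across replicates of 60% or more, whatever share of single replicates reaches that level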; also: values of inactives mirror those of a sister screen read the other way
Exocytosis inh = blocks lytic granule exocytosis; TALL-104 LAMP-1 surface exposure, flow cytometry; cells stimulated with thapsigargin and PMA; inhibition, % at 10 µM; 360,000 tested, 0.66% active; AID 651702;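 active = inhibition above about 55%, limit read from the data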
HIF-2a inh = blocks HIF-2a reporter activity; 786-0 RCC cells HIF-2a reporter, luciferase luminescence, overnight; inhibition, % at 18.8 µM; 360,000 tested, 0.72% active;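 active = inhibition of the luminescence signal of 40% or more relative to plate controls, in a single-dose primary screen at 18.75 µM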
NR2E3 ag-1 = agonists of human nuclear receptor NR2E3; AID 2300; inhibition of corepressor binding, % at 4.78 µM; GST-NR2E3/biotin-RetCOR TR-FRET, 1536-well; 320,000 tested, 0.12% active; Q9Y5X4;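 active = percent inhibition above the cutoff of mean plus 3 SD of all tested compounds, set per screening campaign, cut at about 20% in these data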;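 also: 0% = DMSO wells and 100% = biotin wells as full block of FRET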
Target sequence (Q9Y5X4 whole entry, looked up): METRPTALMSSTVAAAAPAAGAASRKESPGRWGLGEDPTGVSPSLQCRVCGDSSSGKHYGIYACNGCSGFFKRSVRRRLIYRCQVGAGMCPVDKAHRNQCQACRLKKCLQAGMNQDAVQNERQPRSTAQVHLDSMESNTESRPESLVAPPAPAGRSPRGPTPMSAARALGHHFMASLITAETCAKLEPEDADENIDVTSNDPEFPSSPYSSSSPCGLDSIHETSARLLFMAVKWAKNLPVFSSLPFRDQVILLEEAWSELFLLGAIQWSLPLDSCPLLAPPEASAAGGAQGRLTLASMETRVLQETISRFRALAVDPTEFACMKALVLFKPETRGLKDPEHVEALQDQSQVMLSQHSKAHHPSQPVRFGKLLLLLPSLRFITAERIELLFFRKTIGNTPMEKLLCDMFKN
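Material – GST-tagged NR2E3 plus biotinylated RetCOR corepressor · Quantity – NR2E3 fusion 1.35 nM · Times – 5 h incubation at 4 °C · Medium – pH 7.5 Tris-based buffer · Technique – TR-FRET, Eu(K)-anti-GST donor, streptavidin-D2 acceptor, ex 340, em 617/671 nm · Benchmarks – high control biotin, low control 0.6% DMSO · Format – 1536-well plates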
Peg3 prom inh = reduces Peg3 promoter-driven luciferase expression in HeLa | HeLa PEG-Prom luciferase reporter, luminescence, overnight | inhibition, % at 20 µM | 360,000 tested, 1.7% active;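 active = inhibition of at least 50% at 20 µM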
CaV13 FRET inh = Primary screen for inhibitors of IQ motif and Ca2+-dependent inactivation inhibitor domain binding in CACNA1D, Förster resonance energy transfer in living cells, … | AID 743397 | inhibition, % at 12.3 µM | 340,000 tested, 0.098% active | HEK cells, CFP/YFP FRET ICDI-IQ, plate reader, 10 min; percent FRET-ratio fall versus neutral wells;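 active = mean replicate inhibition of at least 30% and at least 1% of replicates passing that level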;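 also: 0% = median of the neutral control wells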
NR2E3 ag-2 = human photoreceptor-specific nuclear receptor agonism | CHO-S Gal4-NCOR/VP16-NR2E3 two-hybrid, luciferase | inhibition of corepressor binding, % at 3.98 µM | Q9Y5X4 | AID 602229 | 360,000 tested, 0.35% active;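 active = inhibition above the mean of all tested compounds plus 3 SD, cut at about 70% in these data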;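 also: 0% = DMSO with NR2E3 transfected cells and 100% = cells lacking NR2E3 construct; higher means lower luciferase signal from less NR2E3 corepressor binding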
* = called active by the depositor; nt = no result given.

Every second line gives: iPSC survival up | Vif imaging | PDI turbidity | aDG glyco up | TRPM1 prom inh | Exocytosis inh | HIF-2a inh | NR2E3 ag-1 | Peg3 prom inh | CaV13 FRET inh | NR2E3 ag-2
NS(=O)(=O)c1ccc(NC(=O)CSc2ncccn2)cc1
→ -0.8 | nt | -8 | -0.1 | 2 | -3 | 21 | -3 | 5 | -1 | -17
Cc1nc2c(C(=O)NCc3ccc4c(c3)OCO4)c[nH]n2c(=O)c1Cc1ccccc1F
→ 1.7 | 5 | -6 | -0.1 | -4 | -3 | -2 | 6 | 9 | -2 | 10
O=C(NCc1ccccc1Cl)C1CCCN1S(=O)(=O)c1ccc(F)cc1 (configuration not stated)
→ -0.5 | -2 | -2 | 0.1 | 2 | 8 | 17 | -2 | 19 | 4 | -12
Cc1ccc(OCC(=O)NCC(=O)Nc2ccc(F)cc2)c([N+](=O)[O-])n1
→ -1.0 | -11 | 7 | -0.1 | -2 | -2 | 2 | -2 | -3 | -3 | -20
COCCNC(=O)C(C)OC(=O)c1cc2sccc2n1C (configuration not stated)
→ 0.4 | 8 | 11 | 0.1 | -1 | 0 | 1 | -2 | 18 | -8 | -29
CC1(C)C2CCC1(CS(=O)(=O)N1CCN(c3ccc(F)cc3)CC1)C(=O)C2 (configuration not stated)
→ 0.9 | 8 | 13 | 0.0 | 3 | 5 | 18 | 5 | 5 | -4 | -31
CCC(C)(C)C1CCC2(CC1)NC(=S)N(c1ccccc1)N2 (configuration not stated)
→ -0.9 | -8 | 0 | 0.2 | -3 | 2 | -34 | 2 | -8 | -4 | -14
COc1ccc(CC(=O)N2CCN(c3ccccn3)CC2)cc1OC
→ -0.6 | 0 | 13 | -0.2 | 0 | -3 | -10 | 2 | 2 | 2 | -11
CC1=C(C(=O)N2CCOCC2)C(c2ccccc2F)C2=C(CC(C)(C)CC2=O)N1 (configuration not stated)
→ 0.7 | 12 | -3 | -0.2 | -9 | -1 | 10 | 0 | 3 | -5 | -8
CC(Oc1ccc2ccccc2c1)C(=O)NNC(=O)Nc1ccccc1F (configuration not stated)
→ -0.4 | 6 | -7 | 0.0 | 1 | -3 | -27 | nt | -5 | -5 | -5
OCCNc1nc(Nc2cccc(O)c2)nc2ccccc12
→ -0.9 | -10 | -4 | 0.1 | -20 | 1 | 4 | 2 | 4 | 10 | -16
CCc1ncc(CN2CCC(C(=O)Nc3ccc(-n4nc(C)cc4C)cc3)CC2)cn1
→ 0.4 | -6 | 0 | -0.3 | 17 | 0 | 14 | 3 | 16 | nt | 19
O=[N+]([O-])c1ccc(C2OCCO2)cc1CS(=O)(=O)c1ccccc1
→ 3.3 | 1 | 0 | 0.0 | 5 | -2 | 8 | -1 | 13 | -5 | -23
O=C(Nc1ccccc1)C1CCN(c2nccs2)CC1
→ 0.5 | 28 | -6 | 0.5 | 1 | 8 | 10 | -1 | -9 | -6 | 4
Cc1ccc(SC(C)C(=O)NC(N)=O)c(C)c1 (configuration not stated)
→ 0.3 | 3 | 6 | 4.9 | -4 | -2 | 13 | 3 | 0 | -1 | -6
Cc1nc(SCC(=O)NNC(=O)c2cccs2)[nH]c(=O)c1C
→ -2.0 | 20 | -2 | 0.1 | 9 | 5 | -3 | 1 | 23 | -5 | -57
O=C(c1cccc(Cl)c1)N1CCC(N2CCC(C(=O)N3CCOCC3)CC2)CC1
→ -0.6 | -9 | 1 | 0.0 | -2 | 3 | 8 | 4 | 8 | -4 | -33
O=C(O)CCC(=O)Nc1ccc(C(=O)OCC(=O)c2ccc(Cl)cc2)cc1
→ -1.5 | 20 | -2 | -0.4 | -15 | -11 | 4 | 3 | -18 | 26 | 1
Cc1cccc(NC(=O)CSc2nnc(C3CC3)n2CC2CCCO2)c1C (configuration not stated)
→ -0.5 | -6 | 4 | 0.0 | 5 | -1 | 1 | 5 | 9 | -6 | -11
CC[C@@H]1[C@H]2CCCC(=O)N3CC[C@@H](C[C@@H]1OC(=O)Nc1ccccc1)[C@@H]23
→ -2.8 | -9 | 5 | 0.0 | 2 | -9 | -5 | 1 | -3 | -5 | -10
CNC(=S)N/N=C(\C)c1ccc(Cl)c(Cl)c1
→ -0.2 | 5 | 0 | -0.1 | 11 | 1 | -24 | 1 | -4 | -2 | -2
CN(C)c1ccc(S(=O)(=O)N2CCCCC2)cc1NC(=O)C1=NN(c2ccccc2)C(=O)CC1
→ -0.2 | -4 | -2 | 0.6 | -1 | 23 | 20 | 0 | 17 | -6 | -21
Cc1cc(C)c(S(=O)(=O)NCCSCc2ccco2)c(C)c1
→ 0.1 | -2 | 10 | -0.2 | -4 | 12 | -2 | 0 | -3 | -15 | -29
COc1ccc(OC)c(CC(NC(C)=O)C(=O)NC2CCN(c3nc(OC)nc(OC)n3)CC2)c1 (configuration not stated)
→ 0.0 | -11 | 2 | 0.1 | -4 | 4 | 15 | -2 | 7 | -3 | 16
COc1ccc(OCCOC(=O)CN2C(=O)NC3(CCCC3)C2=O)cc1
→ -0.2 | 0 | -4 | -0.3 | 0 | -10 | -4 | 5 | -9 | -5 | 1
Cc1ccc(C2CC(C(F)F)n3ncc(C(=O)Nc4cnn(Cc5ccccc5C)c4)c3N2)cc1 (configuration not stated)
→ 6.5 | 6 | 9 | 0.1 | 0 | 3 | -6 | 1 | 61* | nt | 0
CCC(=O)N1CCc2cc(S(=O)(=O)CCC(=O)NC3CCCCC3)ccc21
→ 1.1 | 2 | 5 | -0.1 | -1 | 5 | 7 | 4 | 9 | -2 | -11
CNC(=O)N(C1=NCC(C)S1)c1ccc(F)cc1F (configuration not stated)
→ -1.6 | 0 | -1 | 0.1 | 1 | -4 | 16 | -1 | 5 | -4 | 9
CC(C)=CCCC(C)CN1CCC(O)CC1 (configuration not stated)
→ -0.3 | 1 | -2 | 0.1 | -1 | 4 | -2 | -1 | 2 | -5 | -7
CCCCC(CC)C(=O)Nc1ccc(S(=O)(=O)Nc2nccs2)cc1 (configuration not stated)
→ 0.0 | -1 | 0 | 0.1 | -8 | -1 | 6 | -3 | 10 | -2 | 1

Later entries:
Every second line gives: iPSC survival up | Vif imaging | PDI turbidity | aDG glyco up | TRPM1 prom inh | Exocytosis inh | HIF-2a inh | NR2E3 ag-1 | Peg3 prom inh | CaV13 FRET inh | NR2E3 ag-2
COc1ccc(NC(=O)CC(Cc2ccccc2)C(=O)O)cc1 (configuration not stated)
→ -0.7 | 12 | -4 | -0.2 | 9 | 1 | 11 | 1 | 11 | -4 | -14
COC(=O)c1cc(NC(=O)CSC2=NCCS2)cc(C(=O)OC)c1
→ -0.8 | -8 | -9 | -0.1 | 2 | -1 | 15 | 3 | 4 | -2 | 25
CCn1c2ccccc2c2cc(NC(=O)CC(C)=O)ccc21
→ 2.1 | -3 | -2 | -0.5 | -5 | -1 | 12 | -3 | -1 | -4 | -23
CCOc1cc(C2C3=C(CCCC3=O)N(CCC(=O)O)C3=C2C(=O)CCC3)ccc1OS(=O)(=O)c1ccc(C)cc1
→ 1.3 | 4 | 5 | 0.0 | -9 | -9 | 16 | 0 | -1 | 1 | -21
O=C(CN1C(=O)/C(=C/c2ccco2)SC1=S)Nc1ccc(C(=O)O)c(O)c1
→ 0.6 | 10 | 3 | 0.0 | 1 | 1 | 11 | 4 | -6 | -7 | -26
CCOc1cc(C(=O)Nc2ccc(S(=O)(=O)Nc3nnc(CC)s3)cc2)cc(OCC)c1OCC
→ 0.6 | -7 | 5 | 0.0 | -1 | 8 | 10 | 0 | 10 | -12 | 0
COCCNc1ncnc2c1ncn2[C@H]1CN(Cc2ccc(Cl)cc2)C[C@@H](CO)O1
→ -0.4 | nt | 8 | -0.2 | nt | 5 | 13 | nt | -2 | -11 | -11
CC(=O)Nc1ccc(Nc2cc(N(C)C)c3nonc3c2[N+](=O)[O-])cc1
→ -0.1 | -4 | -2 | 0.1 | 2 | -6 | 12 | nt | 10 | -2 | 5
NC(=O)c1ccc[n+](Cc2cccc3ccccc23)c1
→ -0.9 | -18 | -3 | -0.3 | -4 | -3 | 10 | 0 | 5 | -6 | -8
CC(C)(C)c1cc(NC(=O)Nc2ccccc2)no1
→ -0.5 | -2 | 4 | 0.1 | -117 | 9 | -228 | 3 | -290 | -4 | -153
Cc1ccc(NC(=O)c2ncn(CCCNCCCN(C)C)n2)cc1C
→ 1.2 | -3 | 0 | 0.3 | 6 | 0 | 1 | nt | -4 | -5 | 4
CCCCCCn1c(SCCOC)nc2c1c(=O)[nH]c(=O)n2C
→ 1.8 | 16 | nt | 0.5 | nt | 5 | 17 | 2 | 3 | -7 | -29
O=C(Nc1cccc(-c2csc(Nc3cccc(C(F)(F)F)c3)n2)c1)c1cc([N+](=O)[O-])cc(C(F)(F)F)c1
→ -1.6 | -3 | -4 | 0.5 | 37 | 9 | 12 | 0 | 14 | 8 | -12
O=C(Nc1cccn(Cc2c(Cl)cccc2Cl)c1=O)c1ccc(Cl)cc1Cl
→ -2.2 | -22 | 7 | 0.4 | 9 | 0 | -23 | 0 | -22 | -5 | -29
Cc1ccc(CN2C(=O)CNC2=S)cc1
→ -0.2 | -13 | 17 | -0.1 | 2 | 8 | 7 | 3 | -2 | -15 | -3
COC(=O)COc1cccc(NC(=O)c2cc(OC)cc(OC)c2)c1
→ -1.8 | -9 | 3 | -0.7 | -21 | -4 | 6 | 1 | -3 | -4 | -17
Nc1nc(N)c2cc(Sc3ccc4ccccc4c3)ccc2n1
→ -0.2 | -2 | -5 | 1.3 | nt | 5 | 14 | 1 | 107* | 1 | -6
CC(=O)Oc1ccc(-c2ccc(C(=O)OCC(=O)N(C)CC(=O)Nc3ccccc3Cl)cc2)cc1
→ -0.4 | -8 | 1 | -0.3 | 17 | 9 | 13 | 3 | 5 | nt | 12
CC1=C(C(=O)OCc2ccc3c(c2)OCO3)C(c2ccccc2OCc2ccccc2)NC(=O)N1 (configuration not stated)
→ -0.2 | -10 | 3 | 0.5 | 10 | 2 | 29 | 1 | 15 | -6 | -20
COc1ccc(N(CC(=O)Nc2ccc(S(=O)(=O)N3CCCC3)cc2)S(C)(=O)=O)cc1OC
→ 0.9 | 0 | 2 | -0.3 | 10 | -1 | 11 | 1 | 2 | -3 | -13
CCN1C(=O)[C@H]2[C@@H](c3ccc(-c4ccc(F)cc4)c(OC)c3)N[C@@](C)(C(=O)OC)[C@H]2C1=O
→ 0.9 | 0 | 2 | -0.1 | -3 | 16 | -7 | 2 | 26 | -9 | 8
